SR-BI DiI inh: blocks mouse SR-BI lipid uptake from DiI-HDL | Q61009 | ldlA[mSR-BI] CHO cells, DiI-HDL uptake fluorescence, 3 h | inhibition, % at 12.5 µM | hit rate 0.96% among 320,000 | AID 488896;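 active = mean replicate inhibition of at least 70% and a set share of replicates each scoring 70 or more; inconclusive = meets just one of the two criteria; inactive = fails both criteria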;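 also: 0% = median of neutral control wells and 100% = median of positive control wells; values of inactives mirror those of a sister screen read the other way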
Arrestin-AP2 inh: blocks beta-arrestin peptide binding to AP2 adaptin | hit rate 0.31% among 340,000 | FITC-arrestin peptide / GST-AP2 beads, flow cytometry; AP2 beta2 appendage carries R879A mutation | AID 504490 | inhibition, % at 10 µM;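 active = inhibition above a set limit, near 3 SD of compounds lacking own fluorescence, cut at about 54% in these data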;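 also: plate controls were DMSO wells for no effect and 5 µM unlabelled arrestin peptide for full effect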
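Test system: GST-tagged AP2 beta2-adaptin appendage (R879A) on 4 µm glutathione beads; also added: fluorescein-tagged arrestin peptide at 50 nM final; timing: 12 min plus 1 h, RT; signal: flow cytometry, FL1 (488/535 nm); read-out: percent drop in bead-associated FITC signal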
dFosB act: mouse delta FosB homodimer activation. P13346. purified delta FosB, TAMRA-CDK5 oligo fluorescence polarization; percent of positive-control signal above neutral wells. activation, % at 25 µM. hit rate 0.99% among 340,000. AID 493131;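 active = mean activation above about 17%, with every replicate also reaching it, limit read from the data, passing the limit was not always enough; inconclusive = only one of the two conditions met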;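 also: fluorescence polarization rise as delta FosB binds a TAMRA Cdk5 AP-1 oligo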
Target sequence (P13346 whole entry, looked up): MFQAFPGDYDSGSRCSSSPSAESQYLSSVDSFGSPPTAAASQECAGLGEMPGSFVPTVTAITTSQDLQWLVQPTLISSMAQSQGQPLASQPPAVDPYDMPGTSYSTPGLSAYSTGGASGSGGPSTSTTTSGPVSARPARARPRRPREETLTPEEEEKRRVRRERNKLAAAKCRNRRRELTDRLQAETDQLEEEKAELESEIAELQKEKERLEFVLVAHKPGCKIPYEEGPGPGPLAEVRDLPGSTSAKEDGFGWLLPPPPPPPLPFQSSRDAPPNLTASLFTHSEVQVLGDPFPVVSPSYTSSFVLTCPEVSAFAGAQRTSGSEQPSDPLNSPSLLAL
NSD2 inh: NSD2 (human) methyltransferase inhibition; O96028; NSD2 peptide methylation, AlphaScreen, 120 min; inhibition, % at 12.5 µM; hit rate 0.54% among 310,000; in the data active = inhibition above about 50%
SR-BI DiI-HDL act: enhances SR-BI lipid uptake from DiI-HDL; CHO ldlA[mSR-BI] cells, DiI-HDL uptake fluorescence, 3 h; 100 = double the neutral-control signal; hit rate 0.096% among 320,000; activation, % at 12.5 µM; AID 504775;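 active = mean replicate activation of at least 60% and every replicate at or above 60%; inconclusive = mean or all-replicate condition met, but not both; inactive = mean below 60% and not all replicates reaching 60%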;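 also: 0% = median plate neutral-control signal and 100% = twice that signal; values of inactives mirror those of a sister screen read the other way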
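Test system: SR-BI-overexpressing, LDLR-lacking CHO cells; Medium: Ham's F12 with 0.5% BSA, HEPES 25 mM, pH 7.4; Schedule: 3 h, 37 °C; Technique: bottom-read fluorescence, 550/595 nm.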
PKA-R1A activ: PKA-R1A complex activation; P00514+P68181; PKA-R1A dissociation, Cy5-IP20 fluorescence polarization; scaled: DMSO 0%, 113 µM cGMP 100%; activation, % at 11.4 µM; hit rate 0.083% among 340,000; AID 504707;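 active = percent activation above the mean of all tested compounds plus 3 SD, cut at about 19% in these data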;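 also: higher means more PKAc released from R1A so a rise in polarization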
CDK5 p35 inh: inhibitors of human CDK5/p35 kinase; Q00535+Q15078; Recombinant CDK5/p35, ADP-Glo luminescence, 60 min; inhibition, % at 10 µM; hit rate 0.01% among 330,000;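 active = highest replicate inhibition of at least 50% and at least 75% of replicates reaching 50%; inconclusive = only one of the two criteria met; inactive = both criteria failed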;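 also: plate controls were DMSO neutral control for no effect and GW8510 at 10 µM for full effect; many of its hits are not listed in these tables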
Target sequence (Q00535 whole entry, looked up): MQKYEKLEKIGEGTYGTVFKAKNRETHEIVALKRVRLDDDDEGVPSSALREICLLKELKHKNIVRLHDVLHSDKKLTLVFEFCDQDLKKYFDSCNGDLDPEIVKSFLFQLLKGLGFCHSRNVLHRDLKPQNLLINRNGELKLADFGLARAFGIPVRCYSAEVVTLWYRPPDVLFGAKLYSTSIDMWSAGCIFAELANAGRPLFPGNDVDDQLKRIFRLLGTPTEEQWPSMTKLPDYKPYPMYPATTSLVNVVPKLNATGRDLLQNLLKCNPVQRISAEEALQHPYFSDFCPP
Target sequence (Q15078 whole entry, looked up): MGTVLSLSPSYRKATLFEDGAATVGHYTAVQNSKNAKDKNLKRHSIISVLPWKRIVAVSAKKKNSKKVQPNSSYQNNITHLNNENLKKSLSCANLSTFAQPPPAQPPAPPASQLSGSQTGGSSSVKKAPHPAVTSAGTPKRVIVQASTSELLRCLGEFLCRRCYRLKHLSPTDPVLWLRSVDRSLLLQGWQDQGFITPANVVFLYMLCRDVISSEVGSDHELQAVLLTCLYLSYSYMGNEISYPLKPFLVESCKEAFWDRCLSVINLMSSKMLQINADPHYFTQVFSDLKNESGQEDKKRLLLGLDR
MITF TRPM1 HTS: MITF TRPM1 promoter activation in melanoma cells; SK-MEL-5 TRPM1-promoter luciferase, 24 h; % of positive control, neutral wells = 0; activation, % at 12.5 µM; AID 588334; hit rate 0.75% among 300,000;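 active = mean activation of at least 80% with every replicate also reaching 80%; inconclusive = mean reaches 80% but some replicate falls short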;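 also: 0% = neutral control wells and 100% = parthenolide positive control wells; values of inactives mirror those of a sister screen read the other way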
DSG3 Ab inh: inhibitors of pemphigus antibody binding to human desmoglein-3; DSG3-coupled beads, scFv-anti-DSG3-GFP binding, flow cytometry; hits give low values; AID 588358; P32926; hit rate 0.48% among 310,000; binding (percent of control), % at 10 µM;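 active = binding more than 3 SD below its plate's average and above zero; inconclusive = below that plate limit but binding exactly zero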;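 also: hits lower antibody fragment binding to DSG3; some compounds called inactive have numbers as strong as hits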
SUMO Mot1 rescue: SUMOylation pathway inhibition by Mot1-301 growth rescue | S. cerevisiae Mot1-301 growth rescue, ATP luminescence, 38.5C; percent above DMSO median, 100 means doubled | growth rescue, % at 18.8 µM | hit rate 1% among 320,000;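 active = every valid replicate shows activation above 250% relative to neutral control wells; inactive = the rest, any valid replicate at or below 250%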;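 also: OY570 slx delta 5 strain wells were the positive control but not used for scaling; some compounds called inactive have numbers as strong as hits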
PKA-R2B activ: activates the human PKA-R2B holoenzyme complex. activation, % at 11.4 µM. hit rate 0.079% among 340,000. P22694+P31323. PKA-R2B holoenzyme dissociation, Cy5-IP20 fluorescence polarization; R2B truncated from residue 108, S112A mutant; 0% DMSO only, 100% 113 µM cGMP;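 active = activation above a cutoff set at the mean over all compounds plus 3 SD, cut at about 18% in these data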;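 also: higher means more holoenzyme dissociation and a rise in polarization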
* hit, by the source's call; ? = inconclusive; · = not tested or not shown.

structure	SR-BI DiI inh	Arrestin-AP2 inh	dFosB act	NSD2 inh	SR-BI DiI-HDL act	PKA-R1A activ	CDK5 p35 inh	MITF TRPM1 HTS	DSG3 Ab inh	SUMO Mot1 rescue	PKA-R2B activ
COc1ccc(Cn2nnnc2C(c2ccc(F)cc2)N2CCN(C3CCCC3)CC2)cc1 (configuration not stated)	2	28	-8	0	-2	-7	-0.3	-35	102	-2	-14
COc1ccc(CCC(=O)NNC(=O)Nc2ccccc2Cl)cc1	7	48	6	-3	-7	-1	0.6	-2	·	-4	-7
C=CCN1N=C(/C=C/c2ccc(C)cc2)CCC1=O	-5	11	-1	-3	5	-2	0.2	53	104	-18	-20
COC(=O)c1ccc(N=Nc2c(C)[nH]n(-c3ccccc3)c2=O)cc1	-12	-1	4	14	12	-4	0.6	·	110	4	-3
CC1CCN(S(=O)(=O)c2ccc(NC(=O)c3ccccc3F)cc2)CC1	·	23	-5	-4	·	-4	-0.6	-15	·	3	-4
COc1ccc(CN2CCN(C(=O)c3cccc4ccccc34)CC2)cc1Br	27	-5	-9	2	-27	4	-2.8	·	119	15	-7
O=C(CCSc1nc(-c2ccco2)cc(C(F)(F)F)n1)NCCN1CCOCC1	-1	3	-2	-3	1	9	-1.8	-10	103	64	-7
O=C(C1=NN[C@@H]2C(=O)N(c3cccc(F)c3)C(=O)[C@H]12)c1ccc2ccccc2n1	-8	10	-6	1	8	-4	-1.8	-1	100	-7	-9
N#CC1=C(N)NC(SCc2ccccc2)=C(C#N)C12CCCC2	13	4	-1	0	-13	4	1.2	20	108	-11	-2
N#C/C(=C/c1ccc(N2CCCCC2)cc1)c1cccc(F)c1	1	-5	-5	1	-1	-1	1.6	21	133	-15	-7
S=c1[nH]nc(COc2ccccc2)n1/N=C/c1ccncc1	-18	-4	-11	-1	18	-13	2.5	5	84	-13	-3
CCC(Oc1ccccc1)C(=O)Nc1ccc(S(=O)(=O)Nc2ncccn2)cc1 (configuration not stated)	-30	-2	-6	·	30	0	-1.4	16	95	4	0
COc1cccc(N2CCN(C(=O)CCSCc3ccccc3F)CC2)c1	-1	-12	-9	1	1	-2	-0.9	3	127	6	-1
COc1ccc(C/C(N)=N/OC(=O)COc2ccccc2C)cc1	-17	7	-2	9	17	-11	0.2	8	102	31	-11
COc1ccc(CCNC(=O)CSCC(=O)Nc2cc(S(C)(=O)=O)ccc2Cl)cc1	51	23	2	1	·	3	-0.7	0	101	-4	8
COc1cccc(-c2nc(CS(=O)CC(=O)NCc3ccc4c(c3)OCO4)c(C)o2)c1 (configuration not stated)	11	13	-10	·	-11	-15	0.2	-12	94	5	4
COc1ccccc1OCCNS(=O)(=O)c1ccc2oc3ccccc3c2c1	12	-7	-2	-3	-12	-4	1.4	-4	99	-11	-8
CCN(CC)S(=O)(=O)c1ccc2c(c1)C(=NO)c1cc(S(=O)(=O)N(CC)CC)ccc1-2	33	18	-1	11	-33	-13	0.8	-28	97	-6	-5
Cc1nc(N)[nH]c(=O)c1Oc1cccc(C(F)(F)F)c1	-160	-7	2	1	?	-11	2.2	19	111	-10	-4
O=C(NC1(Cc2ccccc2)CCN(CCc2cccs2)C1=O)c1ccccc1 (configuration not stated)	3	-12	-8	·	-3	-12	-0.5	-3	93	-7	4
CC(C)(C)C1N=C(c2ccc3ccccc3c2)OC1=O (configuration not stated)	-4	19	-2	·	4	-7	-0.9	-8	93	3	1
COc1ccc(-n2nc(C(=O)N3CCN(Cc4ccc5c(c4)OCO5)CC3)c3ccccc3c2=O)cc1	-56	-10	-5	1	56	4	-0.8	-14	107	-19	-2
Cc1ccc(NS(=O)(=O)c2cc(C(=O)N3CCN(C)CC3)ccc2C)cc1C	7	-4	-10	-2	-7	-15	1.8	7	100	-3	-2
O=C(COc1ccc2ccccc2c1)N1CCN(C(=O)c2cccs2)CC1	6	7	2	1	-6	3	-1.5	-7	105	9	0
CC(=O)Nc1ccc(-c2cn3c(n2)SCC3)cc1	-9	8	-1	2	9	-13	-2.4	44	102	-22	-2
COc1ccc(C2C(C(=O)NCCCN3CCOCC3)c3ccccc3C(=O)N2c2ccc(OC)cc2)cc1 (configuration not stated)	-9	-3	-1	-2	9	-2	0.7	-1	110	298	-4
COc1ccc(S(=O)(=O)N2CCC(NC(=O)c3ccccc3)CC2)cc1	-10	-4	6	-3	10	2	1.7	·	90	-6	-11
Cc1nn(-c2ccccc2)c(Cl)c1/C=N\NC(=O)c1cnccn1	7	0	1	-1	-7	-11	0.9	56	86	9	-9
S=C(NCCc1c[nH]c2ccccc12)NC1CCCCC1	-8	-15	-8	-7	8	3	1.5	33	97	3	-8
O=C(NNc1ncnc2c1cnn2-c1ccccc1)c1ccco1	-7	15	-7	·	7	4	1.1	3	102	1	8
CCN(CC(=O)NC(C)(C)C)C(=O)COc1c(Cl)cc(Cl)c2ccc(C)nc12	·	1	-20	3	·	-3	-0.3	-20	101	81	2
COc1ccc(CN2C3CCCC2CC(NC(=O)Nc2ccccc2)C3)cc1 (configuration not stated)	10	2	1	-2	-10	1	0.4	6	103	-5	-2
Cc1cccc(C)c1-n1c(SCC(=O)N2CC(=O)Nc3ccccc32)nc2ccccc2c1=O	-42	1	-13	-1	42	9	-0.7	-4	100	-1	-12
COc1ccccc1CCC(=O)N1CCN(S(=O)(=O)c2cc(C(F)(F)F)ccc2Cl)CC1	19	2	-10	-2	-19	-6	-0.2	-11	·	2	-6
CC(C)c1ccccc1NC(=O)CCCC(=O)O	6	10	9	-4	-6	3	-0.1	-1	97	-21	-1
CCCc1cc(=O)oc2c(C)c(OCC(=O)Nc3ccccn3)ccc12	10	34	-6	-3	-10	10	0.6	28	103	-12	-4
N=C1S/C(=C\c2ccc(-c3cccc(Cl)c3)o2)C(=O)N1c1nccs1	1	16	-14	-3	-1	1	-5.4	-48	74	-4	1
OCC[C@@H]1C[C@@H](O)[C@H](O)[C@@]2(Cc3ccccc3O2)O1	-37	9	-11	·	37	-12	-0.7	-13	111	-26	-2
CCOC(=O)COc1c(Cl)cc(/C=C2\N=C(C)OC2=O)cc1OC	9	15	-2	1	-9	-11	-0.6	·	96	-1	-6
COc1ccc(NS(=O)(=O)c2cccs2)cc1S(=O)(=O)N1CCOCC1	·	3	2	1	·	3	-0.9	-7	·	-8	-1
Cc1cc(C)cc(OCc2nnc(SCC(=O)OC(C)C)o2)c1	-1	3	-8	-18	1	-2	-0.9	7	102	-24	-2
COC(CN(C)S(=O)(=O)c1cc2c3c(c1)CCN3C(=O)CC2)OC	-13	1	-2	3	13	3	-1.4	3	102	-7	-6
CCOC(=O)c1c(NC(=O)/C=C/c2ccc3c(c2)OCO3)sc(C)c1CC	2	0	-4	-5	-2	1	-0.5	7	·	-13	6
CC(=O)c1ccccn1	-8	-3	0	·	8	-7	-0.6	3	·	157	3
COc1cccc(C2=NOC(C(=O)Nc3cc(C)on3)C2)c1 (configuration not stated)	-31	27	-5	-2	31	-10	-1.9	3	88	-2	1
Cc1ccc(C)c(N(CC(=O)NC2CCCC2)C(=O)CCCC(=O)Nc2ccccn2)c1	30	2	-6	1	-30	1	1.4	-4	104	·	2
C=C[C@H](Cc1ccccc1)N(Cc1ccccc1)S(=O)(=O)N(Cc1ccccc1)[C@H](C=C)Cc1ccccc1	2	7	-7	·	-2	0	-1.4	11	106	13	-8
COc1ccc(-c2ccc3nnc(SCC(=O)N4CCCC4)n3n2)cc1	10	-4	-32	-3	-10	7	1.0	-6	95	-5	-12
CC1CC(=O)c2cnc(Nc3ccccc3)nc2C1 (configuration not stated)	-20	-7	-1	4	20	-9	-0.1	57	104	·	-10
O=C(Cc1sc(-c2ccccc2)nc1-c1ccccc1)Nc1ccccc1	49	0	-9	-7	-49	-9	-2.4	9	106	-20	-10

Following part.
structure	SR-BI DiI inh	Arrestin-AP2 inh	dFosB act	NSD2 inh	SR-BI DiI-HDL act	PKA-R1A activ	CDK5 p35 inh	MITF TRPM1 HTS	DSG3 Ab inh	SUMO Mot1 rescue	PKA-R2B activ
COc1ccc(Br)cc1CN(C)C(=O)c1cnc(C)cn1	13	-19	-3	2	-13	-4	0.2	1	90	7	7
NC(=O)c1ccc(Cl)c2ccccc12	10	-3	2	-1	-10	6	1.8	-3	92	-11	8
Cc1ccc(C(=O)OCC(=O)N2CCCc3ccccc32)cc1C	6	29	-4	1	-6	2	0.9	19	103	·	-15
COc1ccc(NC(=O)c2cc(S(=O)(=O)N3CCCC3)ccc2C)cn1	-9	16	1	-1	9	16	-0.5	-10	105	11	4

Screening data from PubChem BioAssay.
